High-throughput results (PubChem)
G9a inh = qHTS Assay for Inhibitors of Histone Lysine Methyltransferase G9a; Potency, µM (highest dose often 102 µM), inactives show at the top dose activity, negative = inhibition, most hits filed as inhibitors; AID 504332, 2011; Histone-lysine N-methyltransferase EHMT2 (Homo sapiens), Q96KQ7; hit rate 8.8% among 350,000; G9a H3K9 monomethylation, AlphaScreen, 2 h; also: potency is read from the fitted curve at half-maximal effect; % is scaled to controls: 0 for no effect and ±100 for the full control effect; nearly all actives have a fitted effect of over 75% in size
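Signal arises when biotinylated H3K9 peptide, once monomethylated, bridges streptavidin donor and antibody-captured acceptor beads. Enzyme at 20 nM was preincubated 15 min with test compounds; peptide 500 nM and SAM 20 uM then reacted for 2 h.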
Pin1 inh = qHTS Assay to Find Inhibitors of Pin1 | Peptidyl-prolyl cis-trans isomerase NIMA-interacting 1 (Homo sapiens), Q13526 | Pin1 FP peptide displacement, HiFluor488, 10 min | Potency, µM (titrated, usually from 115 µM), inactives show top-dose activity, negative = inhibition, actives largely listed as inhibitors | hit rate 0.009% among 390,000; active = well fitted inhibition curve with a large enough effect in the polarisation, with a control signal flat, not every such curve was filed as active; inconclusive = small, poorly fitted or top-dose-only effect, or effect the other way, or a change in a side signal; inactive = no such curve, though single readings can be large or run the other way; the % refers to the polarisation; also: potency is read from the fitted curve at half-maximal effect; % is scaled to controls: 0 for no effect and ±100 for the full control effect
Target sequence (Q13526 whole entry, looked up): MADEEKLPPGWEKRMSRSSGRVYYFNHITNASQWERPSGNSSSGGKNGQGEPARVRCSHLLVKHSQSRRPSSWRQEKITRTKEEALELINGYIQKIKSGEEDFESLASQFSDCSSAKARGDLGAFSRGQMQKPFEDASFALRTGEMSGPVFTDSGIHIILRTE
BAZ2B inh = qHTS Assay for Inhibitors of BAZ2B; Bromodomain adjacent to zinc finger domain protein 2B (Homo sapiens), Q9UIF8; AlphaScreen BAZ2B-H3K14Ac peptide displacement; Potency, µM (titrated, usually from 114 µM), for inactives: top-dose activity change, negative = inhibition, actives largely listed as inhibitors; hit rate 4.4% among 360,000; AID 504333, 2011; also: potency is read from the fitted curve at half-maximal effect; % is scaled to controls: 0 for no effect and ±100 for the full control effect; nearly all actives have a fitted effect of over 60% in size
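AlphaScreen displacement of biotin-H3(5-23)K14Ac peptide (50 nM final) from BAZ2B (50 nM final) in PBS pH 7.4, 0.01% Tween-20; complex preformed 30 min RT, then compounds (top 110 uM) 30 min RT, beads 20 min dark.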
PI4K2A inh = qHTS for small molecular inhibitors of PI4K2A. Phosphatidylinositol 4-kinase type 2-alpha (Homo sapiens), Q9BTU6. purified PI4K2A, ADP-Glo luminescence, 1 h; hits give low values. activity change, negative = inhibition, % at 76.9 µM. hit rate 0.13% among 420,000; in the data active = activity change below about -50%; inconclusive = mostly about -30% to -49%;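 also: -100% = wells without enzyme as full effect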
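Compounds are screened against recombinant PI4K2A using PI as substrate and ATP, the latter dispensed at 300 microM. Reactions run one hour at ambient temperature before ADP-Glo detection; full inhibition defined by wells lacking enzyme.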
Tb PGK inh = qHTS Assay to Find Inhibitors of Phosphoglycerate Kinase; PGK/GAPDH coupled, Kinase-Glo luminescence, 60 min; Potency, µM (top dose mostly 57.5 µM), without a hit: top-dose activity change, negative = inhibition, usual class: inhibitors; hit rate 0.043% among 380,000; AID 602233, 2012; also: potency is read from the fitted curve at half-maximal effect; % is scaled to controls: 0 for no effect and ±100 for the full control effect; nearly all actives have a fitted effect of over 60% in size
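Recombinant glycosomal PGK reaction used 1,3-bisphosphoglycerate generated in-well by GAPDH (100nM final) in 100mM TEA pH 7.6, 5mM MgCl2, 0.01% Tween-20. After 60 minutes at room temperature, ATP was read by Kinase-Glo Plus luminescence end-point.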
GLS inhibitor = qHTS for Inhibitors of Glutaminase (GLS); Glutaminase kidney isoform, mitochondrial (Homo sapiens), O94925; GLS enzymatic activity, qHTS titration; Potency, µM (top dose mostly 45.5 µM), for inactives: at the highest dose activity change, negative = inhibition, hits mostly inhibitors; hit rate 0.21% among 410,000; also: potency is read from the fitted curve at half-maximal effect; % is scaled to controls: 0 for no effect and ±100 for the full control effect
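hKGA; 45 mM KH2PO4 pH 8.2 + 0.02% Tween-20; cpd via pin tool; 1 mM Gln soln; GluOx/HRP/Amplex Red; RT 30 min; fluor. t0 & final.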
HP1b chromo inh = HTS for Inhibitors of HP1-beta Chromodomain Interactions with Methylated Histone Tails; AlphaScreen HP1-beta / biotin-H3K9me3 peptide binding; Potency, µM (highest dose often 114 µM), for the others: top-dose activity change, negative = inhibition, most hits filed as inhibitors; hit rate 0.56% among 390,000; also: potency is read from the fitted curve at half-maximal effect; nearly all actives have a fitted effect of over 70% in size; inactives centre near 23
Target sequence (P83916 whole entry, looked up): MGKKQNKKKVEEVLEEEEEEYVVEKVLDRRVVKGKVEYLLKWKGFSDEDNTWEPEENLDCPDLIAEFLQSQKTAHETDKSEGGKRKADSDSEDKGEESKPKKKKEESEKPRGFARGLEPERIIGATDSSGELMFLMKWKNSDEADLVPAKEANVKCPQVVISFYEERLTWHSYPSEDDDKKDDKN
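AlphaScreen: HP1-beta (50 nM) preformed 30 min with biotin-H3(1-18)K9me3 peptide (50 nM) in PBS pH 7.4, 0.01% Tween-20. Compound added for 30 min at RT, then streptavidin donor/nickel chelate acceptor beads (10 ug/mL) for 30 min.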
JMJD2A Tudor = qHTS Assay for Inhibitors of JMJD2A-Tudor Domain; AID 504339, 2011; Lysine-specific demethylase 4A (Homo sapiens), O75164; hit rate 4.4% among 390,000; AlphaScreen JMJD2A-Tudor / H3K4me3 peptide binding; Potency, µM (top dose mostly 114 µM), for the others: at the highest dose activity change, negative = inhibition, usual class: inhibitors; also: potency is read from the fitted curve at half-maximal effect; % is scaled to controls: 0 for no effect and ±100 for the full control effect; nearly all actives have a fitted effect of over 50% in size
ERG-DNA inh = qHTS for Small Molecule Inhibitors of the ERG Ets/DNA interaction; Potency, µM (top dose mostly 76.9 µM), for the others: top-dose FP activity, negative = inhibition, usual class: inhibitors; AID 624246, 2012; hit rate 0.028% among 370,000; Transcriptional regulator ERG (Homo sapiens), P11308; fluorescence polarization, His-ERG Ets domain / labelled DNA; active = well fitted inhibition curve with a large enough effect in the polarisation, with a control signal flat; inconclusive = small, poorly fitted or top-dose-only effect, or effect the other way, or a change in a side signal; inactive = no such curve, though single readings can be large or run the other way; the % refers to the polarisation;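 also: polarization taken with two DNA probes labelled with fluorescein and Texas red; potency is read from the fitted curve at half-maximal effect; % of control where 0% means no effect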
Target sequence (P11308 whole entry, looked up, the tested form may be a part): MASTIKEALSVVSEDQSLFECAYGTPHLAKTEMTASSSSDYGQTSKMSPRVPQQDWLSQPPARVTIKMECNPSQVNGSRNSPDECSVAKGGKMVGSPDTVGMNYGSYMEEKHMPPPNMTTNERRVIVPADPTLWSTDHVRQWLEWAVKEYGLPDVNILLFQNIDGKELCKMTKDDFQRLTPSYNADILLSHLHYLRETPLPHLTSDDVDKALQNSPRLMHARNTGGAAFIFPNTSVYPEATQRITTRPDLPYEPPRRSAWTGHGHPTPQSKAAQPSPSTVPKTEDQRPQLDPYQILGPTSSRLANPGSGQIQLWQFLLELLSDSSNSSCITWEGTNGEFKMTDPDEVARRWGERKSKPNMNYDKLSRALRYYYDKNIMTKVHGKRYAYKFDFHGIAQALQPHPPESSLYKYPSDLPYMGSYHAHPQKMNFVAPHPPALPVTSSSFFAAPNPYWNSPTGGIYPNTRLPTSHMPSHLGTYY
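His-tagged ERG Ets domain (1 uM in the protein solution; 300mM KCl, 50mM Tris-HCl, 1mM EDTA, 1mM DTT, pH 7.5) received compound, then a probe mix of 5 nM fluorescein-DNA and 100nM Texas-615-DNA. Fluorescence polarization was read for both dyes.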
* hit, by the source's call; i = inactive; ? = inconclusive; nt = no result given; & = joins results of further samples; [ ] = remark or other dose. Unless noted, calls follow the shape of the dose curve; as a rule, active = well fitted curve in the direction sought with a large enough effect; inconclusive = small, poorly fitted or top-dose-only effect, or another doubt; inactive = no such curve, though single readings can be large; an effect the other way counts as inactive or inconclusive. Not a hit list; 11% or so of the library scored in one or more.

SMILES | G9a inh | Pin1 inh | BAZ2B inh | PI4K2A inh | Tb PGK inh | GLS inhibitor | HP1b chromo inh | JMJD2A Tudor | ERG-DNA inh
CN(C)C(=S)Nc1cccc(C(F)(F)F)c1 | 19.3%[59 µM] | -0.3% | 1.5% | 4.2 | -14.3% | 3.9% | 33.1% | -2.0% | -3.5%
COc1ccc(-c2csc3ncnc(Sc4nnnn4C)c23)cc1 | nt | -6.3%&0.0% | nt | 2.9 | -4.5% | -2.6% | 49.1%[activator] | -18.5%&0.7% | nt
Cc1ccccc1CN(C)c1ccc(S(=O)(=O)N2CCN(C)CC2)cn1 | 13.2%[59 µM] | -0.1% | -2.0% | 2.5 | -8.8% | -5.9% | 34.0% | -4.4% | -4.5%
CC(C)CC(=O)Nc1ccc(N2CCN(S(C)(=O)=O)CC2)cc1 | 4.6%[59 µM] | 6.0% | -0.8% | 1.6 | -7.6% | 1.7% | 17.3% | 4.1% | 16.4%
COc1cccc(C(=O)Nc2ccc(NC(=O)c3ccco3)cn2)c1 | nt | 2.7% | -12.7% | -10.7 | -2.9% | -2.3% | 11.0% | -21.9% | -2.3%
CCOc1ccccc1CNC(=O)C1CCN(C2=NS(=O)(=O)C(c3ccc(C)c(C)c3)=C2C)CC1 | 1.0%[59 µM] | 3.7% | -4.8% | 0.6 | nt | -0.8% | 13.7% | 1.0% | -1.5%
CN(Cc1ccsc1)C(=O)Cn1cc(Br)ccc1=O | -3.4% | -12.5% | 0.1% | ? | 3.4% | 9.9% | 28.3% | -2.9% | 2.7%
Clc1cccc(CSc2nc(NCCc3ccccc3)c3ccccc3n2)c1 | 20.3%[59 µM] | 0.2% | 31.8% | -18.0 | -3.2% | -5.3% | 23.1% | 14.7% | 5.7%
CN(C)c1ncccc1-c1nc2ccccc2s1 | 195.6%[activator] | -1.3% | 131.0%[activator] | -1.4 | 6.4% | -10.4% | 72.7%[activator] | 2.3%[57.1 µM] | 7.5%
CC(O)[C@H]1CNC(=O)C(=O)N1CC(C)(C)C (stereo partly specified) | 19.6%[59 µM] | 10.9% | -2.9% | -0.8 | -1.0% | 2.7% | 34.3% | -0.7% | 0.1%
Cc1ccccc1OCC(=O)NN1CCN(C)CC1 | -25.3% | 0.1% | -3.8% | 1.9 | -7.3% | -4.2% | 12.8% | -10.7% | -1.7%
FC(F)(F)c1nnc2c3ccccc3c(Cl)nn12 | nt | -5.9% | 2.5% | -0.2 | 4.1% | 2.5% | 41.2%[activator] | -6.5% | 3.6%
O=C(c1ccc(OCC2CCCO2)cc1)N1CCc2ccccc2C1 (stereo unspecified) | 4.7% | -1.2% | nt | -3.9 | i | 2.8% | 34.8% | -7.2% | -15.6%
O=C1CCC(c2ccc3ccccc3c2)O1 (stereo unspecified) | nt | 8.6% | nt | -3.1 | -1.9% | -6.4% | 16.5% | -8.3% | -8.2%
CCOc1cc(/C=N/NC(N)=O)ccc1OCC(=O)Nc1ccc(C)c(C)c1 | -23.2% | -1.4% | -27.5% | 0.6 | -3.5% | -9.5% | 18.0% | -12.7% | -3.4%
CN(C)CC#CCC(O)(c1ccccc1)c1ccccc1 | -45.5% | -0.2% | 2.1% | 6.4 | -3.5% | -5.4% | 9.0% | -10.8% | -5.0%
CCOC(=O)c1nc(-c2ccccc2)oc1N(C)C | 8.8%[12.7 µM] | -4.6% | -31.0% | -6.0 | i | -2.5% | 17.4% | -16.8% | -19.2%
CCN(CC)S(=O)(=O)c1cccc(C(=O)N/N=C/c2ccc(N3CCOCC3)cc2)c1 | -4.0% | -0.4% | -11.6% | 4.3 | i | -8.5% | 46.3%[activator] | 3.4% | -14.5%
Cc1[nH]c2ccccc2c1CCNC(=O)c1ccc2c(c1[N+](=O)[O-])C(=O)c1ccccc1C2=O | 7.4% | -5.7% | -9.2% | 3.5 | -8.9% | 4.7% | 7.2% | -8.8% | 7.9%
COc1ccc(OCC(=O)Nc2cc(S(=O)(=O)N3CCCC3)ccc2Cl)cc1 | -4.5% | -2.3% | 12.3% | 0.2 | -1.5% | 1.7% | 8.7% | -13.1% | 9.8%
C[C@H](NC(=O)Nc1cccc(Br)c1)C(=O)O | ? | -10.3% | -1.7% | -13.6 | -1.0% | 10.0% | 28.1% | 10.0% | 27.8%
O=C(NCc1ccc2c(c1)OCO2)c1ccc(NC(=O)C2CCCO2)cc1 (stereo unspecified) | 22.3%[59 µM] | -1.4% | 7.1% | 1.7 | -0.5% | -9.1% | 9.0% | -3.8% | -7.6%
CC(C)CCNC(=S)Nc1ccc2nc3n(c(=O)c2c1)CCCCC3 | -14.1% | 1.1% | -26.3% | 5.8 | -1.0% | 16.5% | 26.1% | -9.7% | nt
COc1ccc(NC(=O)c2ccc3ccccc3n2)cc1S(=O)(=O)N1CCCCC1 | ? | ? | ? | 1.7 | -2.8% | 2.2% | -13.5% | -31.1% | -1.2%
CC(C)COC(=O)NCCOC(=O)Nc1cccc(Cl)c1 | 25.5%[12.7 µM] | -10.5% | 4.9% | 5.9 | 0.0% | 5.6% | -1.0% | -19.7% | 2.7%
CCCCNC(=O)NNC(=O)c1cc(C)on1 | -8.9%[59 µM] | -6.6% | -2.1% | -1.0 | -0.3% | -18.3% | 16.9% | 0.7% | -15.1%
CC(C)Oc1cccc(C(=O)C2CCCN(Cc3cccn3-c3ccccn3)C2)c1 (stereo unspecified) | nt | -8.9% | ? | 13.4 | i | -4.6% | 2.1% | -25.5% | 4.0%
Cc1nc(N2CCC(C(N)=O)CC2)c2c(-c3cccs3)csc2n1 | 4.1%[59 µM] | 2.7% | -17.3% | -3.8 | -4.8% | -2.8% | 48.0%[activator] | 1.7% | 20.3%
O=C(/C=C/c1ccc(OCc2c(F)cccc2Cl)cc1)N1CCOCC1 | ? | 2.8% | ? | 2.7 | -14.0% | -1.3% | 26.2% | -22.4% | -1.8%
COc1ccc(CNC(=O)CNC(=O)c2sc3ccccc3c2Cl)cc1OC | -4.3% | 8.0% | 9.6% | 0.1 | -0.5% | 1.7% | 3.0% | -19.2% | 8.6%

Next section (two carried over from the part before).
SMILES | G9a inh | Pin1 inh | BAZ2B inh | PI4K2A inh | Tb PGK inh | GLS inhibitor | HP1b chromo inh | JMJD2A Tudor | ERG-DNA inh
O=C(/C=C/c1ccc(OCc2c(F)cccc2Cl)cc1)N1CCOCC1 | ? | 2.8% | ? | 2.7 | -14.0% | -1.3% | 26.2% | -22.4% | -1.8%
COc1ccc(CNC(=O)CNC(=O)c2sc3ccccc3c2Cl)cc1OC | -4.3% | 8.0% | 9.6% | 0.1 | -0.5% | 1.7% | 3.0% | -19.2% | 8.6%
CCC(=O)c1cc(F)c(N2CCN(S(=O)(=O)c3ccccc3)CC2)cc1C | -9.5% | 5.0% | 5.8% | -1.4 | -6.4% | -5.0% | 24.7% | -9.4% | nt
CN(C)CCCNC(=O)c1ccc(Oc2ccccc2)cc1 | ? | -5.5% | -10.6% | -5.2 | -9.1% | -3.7% | ? | -18.1% | -1.8%
c1ccc2c(c1)c1ccccc1n1c(-c3ccc4c(c3)OCO4)nnc21 | 4.2% | -6.6% | 3.1% | 0.6 | 0.2% | -28.6% | 26.7% | -5.5% | -12.0%
O=C(NC1CCCCC1)c1cc2cc(Br)ccc2o1 | nt | -2.8% | ? | -9.5 | -6.1% | 4.9% | 31.1% | 3.4% | -1.3%
CC1([N+](=O)[O-])COC2(OC1)C(=O)Nc1ccccc12 (stereo unspecified) | 10.9% | 0.6% | -4.9% | 1.2 | -2.5% | -3.4% | 29.1% | -7.7% | 0.0%
Cc1cc2cc(CNC(=O)c3ccc(C)c([N+](=O)[O-])c3)ccc2[nH]1 | 56.2µM* | -8.0% | ? | 2.5 | -6.4% | 10.4% | -11.5% | ? | -11.6%
CCC(C)c1ccccc1OCCCN(C)Cc1ccccc1 (stereo unspecified) | 11.2µM* | 0.2% | ? | 4.4 | -4.3% | -1.7% | 16.8% | 7.08µM* | 5.2%
COc1ccc(SC[C@H](Cc2ccccc2)N2CC[C@@H](NC(=O)OCc3ccccc3)CCC2=O)cc1 | -0.7%[0.501 µM] | 12.6% | -9.3% | 2.1 | 1.0% | 0.8% | 26.0% | -18.6% | 0.3%
CC(C)(C)NC(=O)C(=O)NNC(=O)COc1ccccc1 | ? | -6.0% | -5.0% | -6.6 | -2.7% | 1.6% | 10.3% | ? | -8.3%
COc1ccc(Cn2ccnc2SCC(=O)NC2CCCC2)cc1 | -26.6% | 0.3%&-5.8% | -16.1%&-8.9% | 5.1&2.9 | i | 7.8%&2.7% | 7.3% | -19.3%&-22.1% | 11.6%&3.6%
